NR2E3 ag-1 – NR2E3 agonists in two-hybrid cells, primary screen, cell-based, luminescence, CHO-S, Gal4-NCOR/VP16-NR2E3 | Photoreceptor-specific nuclear receptor (Homo sapiens), Q9Y5X4 | AID 602229, 2012 | 360,000 tested, 0.35% active | luciferase | inhibition of corepressor binding, % at 3.98 µM;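 active means inhibition above the mean of all tested compounds plus 3 SD, cut at about 70% in these data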;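 further: 0% = DMSO with NR2E3 transfected cells and 100% = cells lacking NR2E3 construct; higher means lower luciferase signal from less NR2E3 corepressor binding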
Target sequence (Q9Y5X4 whole entry, looked up, the tested form may be a part): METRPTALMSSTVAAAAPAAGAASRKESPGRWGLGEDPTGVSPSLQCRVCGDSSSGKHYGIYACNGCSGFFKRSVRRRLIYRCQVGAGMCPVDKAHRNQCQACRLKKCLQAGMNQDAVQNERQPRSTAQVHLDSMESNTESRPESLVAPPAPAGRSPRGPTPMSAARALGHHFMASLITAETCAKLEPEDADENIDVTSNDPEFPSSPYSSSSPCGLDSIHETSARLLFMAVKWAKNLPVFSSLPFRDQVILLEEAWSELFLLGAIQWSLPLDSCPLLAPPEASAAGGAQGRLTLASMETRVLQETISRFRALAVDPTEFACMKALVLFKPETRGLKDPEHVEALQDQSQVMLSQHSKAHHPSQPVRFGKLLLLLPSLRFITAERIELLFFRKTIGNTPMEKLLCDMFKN
aDG glyco act – activators of alpha-DG glycosylation, primary screen, uHTS, Pro5-aDG cells, AlphaScreen; alpha-DG glycosylation AlphaScreen (IIH6); 0% Pro5, 100% B10-LARGE cell signal; AID 624168, 2012; 360,000 tested, 0.22% active; activation, % at 10 µM;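 active means activation of at least 8% versus controls, or a plate z-score of at least 8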;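 further: Pro5 are CHO cells carrying HIG-tagged alpha-DG that lacks glycosylation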
PDI inh – inhibitors of human PDI, primary screen, biochemical, turbidity, single point, plate reader. Protein disulfide-isomerase (Homo sapiens), P07237. PDI insulin aggregation turbidity, A650, 90 min. inhibition, % at 10 µM. 350,000 tested, 0.052% active;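 active means mean inhibition across replicates of 30% or more, whatever share of single replicates reach that level; inconclusive means mean inhibition below 30% while every single replicate reaches 30%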;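 further: absorbance from insulin aggregation driven by PDI reduction with DTT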
Target sequence (P07237 whole entry, looked up): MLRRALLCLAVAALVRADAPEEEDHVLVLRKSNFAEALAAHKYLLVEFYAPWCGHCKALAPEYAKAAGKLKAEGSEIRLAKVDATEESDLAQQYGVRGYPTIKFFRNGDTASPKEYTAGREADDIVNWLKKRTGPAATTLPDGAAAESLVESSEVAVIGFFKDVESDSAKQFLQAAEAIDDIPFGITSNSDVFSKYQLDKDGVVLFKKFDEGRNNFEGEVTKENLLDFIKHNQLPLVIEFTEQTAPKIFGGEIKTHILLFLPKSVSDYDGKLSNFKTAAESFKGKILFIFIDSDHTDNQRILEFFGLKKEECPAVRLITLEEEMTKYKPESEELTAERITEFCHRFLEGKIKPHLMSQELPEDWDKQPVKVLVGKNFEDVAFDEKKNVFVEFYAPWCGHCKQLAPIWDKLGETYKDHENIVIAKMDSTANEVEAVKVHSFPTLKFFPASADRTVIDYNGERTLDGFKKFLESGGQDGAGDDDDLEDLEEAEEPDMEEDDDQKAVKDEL
Exocytosis inh – LAMP-1 surface exposure blockers, TALL-104 cells – cell-based, flow cytometry, MLPCN library, primary screen. TALL-104 LAMP-1 surface exposure; cells stimulated with thapsigargin and PMA. inhibition, % at 10 µM. 360,000 tested, 0.66% active. AID 651702, 2012;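 active means inhibition above about 55%, limit read from the data; inconclusive means no clear call, values can overlap the other calls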
Peg3 promoter – Peg3 promoter-driven luciferase inhibitors, primary screen, cell-based, HeLa, luciferase luminescence | inhibition, % at 20 µM | HeLa PEG-Prom luciferase reporter, overnight | 360,000 tested, 1.7% active;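 active means inhibition of at least 50% at 20 µM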
NR2E3 ag-2 – inhibitors of NR2E3-RetCOR corepressor binding, primary screen, NR2E3 agonist project, biochemical, TR-FRET, GST-NR2E3, biotin-RetCOR; Photoreceptor-specific nuclear receptor (Homo sapiens), Q9Y5X4; 320,000 tested, 0.12% active; inhibition of corepressor binding, % at 4.78 µM; AID 2300, 2010; 1536-well;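 active means percent inhibition above the cutoff of mean plus 3 SD of all tested compounds, set per screening campaign, cut at about 20% in these data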;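 further: 0% = DMSO wells and 100% = biotin wells as full block of FRET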
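System: GST-tagged NR2E3 plus biotinylated RetCOR corepressor; Amount: 1.35 nM GST-tagged NR2E3 final; Dosing: single nominal compound dose of 4.8 µM; Schedule: 5 h incubation at 4 °C; Technique: TR-FRET with europium anti-GST and streptavidin-D2, 340 nm excitation; Controls: biotin wells as high control, 0.6% DMSO wells as low control.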
Vif inh – HIV Vif self-association inhibitors, primary screen, imaging, HEK293T, single point; HEK293T cells, Vif self-association by quenched fluorescence, 24 h; inhibition, % at 7.49 µM; 340,000 tested, 0.35% active; AID 602346, 2012; in the data active means inhibition above about 50%, passing the limit was not always enough; inconclusive means no clear call, values can overlap the other calls; inactive means below about 31%; further: some results filed as inactive read as strong as hits
MITF TRPM1 inh – inhibitors of MITF-dependent TRPM1 promoter reporter, primary screen, cell-based, SK-MEL-5, single point, luciferase; SK-MEL-5 TRPM1 promoter luciferase, 24 h; inhibition, % at 12.5 µM; 330,000 tested, 0.83% active; AID 488899, 2010;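 active means mean inhibition across replicates of 60% or more, whatever share of single replicates reaches that level; inconclusive means some that reach 60%, reason not given; inactive means mean inhibition across replicates below 60%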; further: values of inactives mirror those of a sister screen read the other way
hiPSC survival – enhancers of single-cell hiPSC survival, primary screen, ATPlite luminescence; 360,000 tested, 0.044% active; 100% = ROCK inhibitor wells, 0% = DMSO; survival enhancement, % at 20 µM; in the data active means survival enhancement above about 18%;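 further: cells exposed to compounds for 16 hours before the ATP read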
CaV13 FRET inh – Disruptors of the CACNA1D IQ motif to Ca2+-dependent inactivation inhibitor domain association, primary screening, Förster resonance energy transfer in intact living … | 340,000 tested, 0.098% active | inhibition, % at 12.3 µM | HEK cells, CFP/YFP FRET ICDI-IQ, plate reader, 10 min; percent FRET-ratio fall versus neutral wells;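 active means mean replicate inhibition of at least 30% and at least 1% of replicates passing that level; inconclusive means only one of the two criteria is met; inactive means neither criterion is met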;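 further: 0% = median of the neutral control wells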
HIF-2a block – HIF-2a reporter inhibitors, primary screen, luminescence, 786-0 RCC cells. 786-0 RCC cells HIF-2a reporter, luciferase luminescence, overnight. inhibition, % at 18.8 µM. 360,000 tested, 0.72% active. AID 624352, 2012;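 active means inhibition of the luminescence signal of 40% or more relative to plate controls, in a single-dose primary screen at 18.75 µM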
* hit, by the source's call; ? = inconclusive; nt = not tested or not shown. Only part of the results is shown; rates above refer to the full screens.

#	Compound	NR2E3 ag-1	aDG glyco act	PDI inh	Exocytosis inh	Peg3 promoter	NR2E3 ag-2
1	CCN(CC)c1ccc(/C=C2/C(=O)NC(=O)N(Cc3ccco3)C2=O)cc1	-40.6	-0.4	-3.9	-0.3	12.7	0.7
2	CCCCn1c(=O)c(C(=O)Nc2ccccc2)c(O)c2ccccc21	4.3	1.9	2.6	0.1	6.6	-0.3
3	CCCCn1c(O)c(C(CC)=Nc2ccc(OC)cc2OC)c(=O)[nH]c1=O	-19.1	0.3	-2.2	0.1	36.8	-3.9
4	COC(=O)C(O)(c1c(C)[nH]n(-c2ccccc2)c1=O)C(F)(F)F (stereo not given)	14.4	-0.4	1.8	1.4	19.8	-0.5
5	COC1C(O)C(C)OC(OC2CCC3(C=O)C(CCC4C3CCC3(C)C(C5=CC(=O)OC5)CCC43O)C2)C1O (stereo not given)	-3.8	-0.3	nt	0.4	104.6*	nt
6	C[C@]12CCC3C(CC[C@H]4C[C@@H](O)[C@H](O)C[C@]34C)C1CC[C@@H]2O (stereo not given in full)	10.9	-0.2	4.7	-9.0	-3.2	nt
7	CC=C(C)C(=O)OC1CCN2CC=C(COC(=O)C(O)(C(C)OC)C(C)(C)O)C12 (stereo not given)	-2.1	0.2	-1.6	20.4	-3.0	nt
8	O=C1NC(=O)C(CCc2ccncc2)(CCc2ccncc2)C(=O)N1Cc1ccc(F)cc1	-9.4	-0.2	-3.4	0.3	13.4	5.5
9	CCOC(=O)c1c(NS(=O)(=O)c2ccccc2)n(CCCOC)c2nc3ccccc3nc12	2.8	1.5	-13.7	-5.6	16.4	38.4*
10	COc1ccccc1OCC#CCN1CCCC1	-31.1	-0.1	-2.3	-2.0	9.2	-3.1

#	Vif inh	MITF TRPM1 inh	hiPSC survival	CaV13 FRET inh	HIF-2a block
1	-1.9	-4.4	0.7	-3.7	0.8
2	-0.5	19.8	-0.1	-1.8	7.6
3	-1.4	2.9	-0.9	-3.8	19.2
4	-2.2	-5.1	1.7	-2.3	5.5
5	-11.0	74.9*	-2.8	nt	82.4*
6	-8.2	-5.4	5.1	-6.6	0.3
7	-4.3	-1.2	-1.3	-4.8	3.5
8	22.9	2.7	-2.8	-4.7	8.6
9	-9.2	2.8	-0.6	-12.8	21.6
10	17.5	2.7	-0.4	-5.5	4.5

The list goes on.
#	Compound	NR2E3 ag-1	aDG glyco act	PDI inh	Exocytosis inh	Peg3 promoter	NR2E3 ag-2
11	O=C(CNC(=O)c1cccc(Cl)c1)Nc1ccc(Br)cc1C(=O)c1ccccc1	-13.2	0.0	11.0	0.6	19.6	-1.1
12	Cc1cc(Cl)ccc1OCC(=O)N1CCN(C)CC1	-9.9	-0.1	-50.7	0.8	-5.6	3.0
13	CC(C)c1ccc(NC(=O)CCNC(=O)N2C[C@H]3C[C@@H](C2)c2cccc(=O)n2C3)cc1	-8.8	-0.1	nt	-0.3	-4.8	-1.7
14	C[C@@H]([C@@H](O)c1ccccc1)N(C)C(=O)Cc1ccccc1	24.9	-0.1	7.4	-12.3	3.2	0.4
15	O=C(NC1(C(F)(F)F)Oc2ccccc2O1)N1CCC2(CC1)OCCO2	-39.4	0.3	17.6	-2.2	17.7	1.9
16	O=C1NC(=S)N(c2ccccc2F)C(=O)/C1=C\c1cccs1	3.7	0.4	0.0	75.7*	102.5*	-2.3
17	COC(=O)C1=C(c2ccc(F)cc2OCc2ccccc2)C[C@@H]2CC[C@H]1N2C(=O)NCc1ccccc1C(F)(F)F	-23.3	0.5	-8.1	5.5	9.6	1.0
18	COC(=O)c1cc(C(O)(C(=O)OC)C(F)(F)F)c(/N=C/N(C)C)s1 (stereo not given)	20.1	-0.2	6.4	3.1	-2.8	0.0
19	Fc1ccc(Cn2nnnc2C(c2ccc(Cl)cc2)N2CC=C(c3ccc(F)cc3)CC2)cc1 (stereo not given)	-23.0	0.8	-5.7	-1.7	19.4	1.6
20	COc1ccc(OC)c(N2C(=O)NC(=O)/C(=C\c3ccc([N+](=O)[O-])s3)C2=O)c1	6.3	-0.3	-2.0	4.5	6.8	1.1

#	Vif inh	MITF TRPM1 inh	hiPSC survival	CaV13 FRET inh	HIF-2a block
11	-5.8	8.7	2.6	-5.2	22.0
12	nt	2.7	-1.4	nt	-11.0
13	6.2	9.4	-2.3	nt	0.9
14	10.5	3.7	0.4	-9.4	13.4
15	?	1.4	0.6	-3.0	17.8
16	9.5	-1.9	1.1	-0.9	84.4*
17	-14.1	-3.8	-0.3	-5.6	12.3
18	8.9	11.8	2.7	-8.7	14.2
19	-3.2	-6.0	-1.8	0.7	-6.1
20	-5.6	0.8	-0.3	-1.0	11.1

Compounds listed so far with a CF3 group (four):
#	Compound	NR2E3 ag-1	aDG glyco act	PDI inh	Exocytosis inh	Peg3 promoter	NR2E3 ag-2
4	COC(=O)C(O)(c1c(C)[nH]n(-c2ccccc2)c1=O)C(F)(F)F (stereo not given)	14.4	-0.4	1.8	1.4	19.8	-0.5
15	O=C(NC1(C(F)(F)F)Oc2ccccc2O1)N1CCC2(CC1)OCCO2	-39.4	0.3	17.6	-2.2	17.7	1.9
17	COC(=O)C1=C(c2ccc(F)cc2OCc2ccccc2)C[C@@H]2CC[C@H]1N2C(=O)NCc1ccccc1C(F)(F)F	-23.3	0.5	-8.1	5.5	9.6	1.0
18	COC(=O)c1cc(C(O)(C(=O)OC)C(F)(F)F)c(/N=C/N(C)C)s1 (stereo not given)	20.1	-0.2	6.4	3.1	-2.8	0.0

#	Vif inh	MITF TRPM1 inh	hiPSC survival	CaV13 FRET inh	HIF-2a block
4	-2.2	-5.1	1.7	-2.3	5.5
15	?	1.4	0.6	-3.0	17.8
17	-14.1	-3.8	-0.3	-5.6	12.3
18	8.9	11.8	2.7	-8.7	14.2

Record cards (already shown):
`COC(=O)C1=C(c2ccc(F)cc2OCc2ccccc2)C[C@@H]2CC[C@H]1N2C(=O)NCc1ccccc1C(F)(F)F` is entered as NR2E3 ag-1 = -23.3; aDG glyco act = 0.5; PDI inh = -8.1; Exocytosis inh = 5.5; Peg3 promoter = 9.6; NR2E3 ag-2 = 1.0; Vif inh = -14.1; MITF TRPM1 inh = -3.8; hiPSC survival = -0.3; CaV13 FRET inh = -5.6; HIF-2a block = 12.3
`COc1ccc(OC)c(N2C(=O)NC(=O)/C(=C\c3ccc([N+](=O)[O-])s3)C2=O)c1` is entered as NR2E3 ag-1 = 6.3; aDG glyco act = -0.3; PDI inh = -2.0; Exocytosis inh = 4.5; Peg3 promoter = 6.8; NR2E3 ag-2 = 1.1; Vif inh = -5.6; MITF TRPM1 inh = 0.8; hiPSC survival = -0.3; CaV13 FRET inh = -1.0; HIF-2a block = 11.1

Next structures follow:
#	Compound	NR2E3 ag-1	aDG glyco act	PDI inh	Exocytosis inh	Peg3 promoter	NR2E3 ag-2
21	Cc1ccc(CN2CCCC(C(=O)c3ccc4c(c3)OCO4)C2)cc1C (stereo not given)	3.2	0.0	0.8	-2.3	10.6	-1.8
22	O=C(O)CC1OCC=C2CN3CCC45C6=CC(=O)C(=O)C([N+](=O)[O-])=C6NC4C1C2CC35 (stereo not given)	-38.9	-0.2	75.0*	3.3	2.6	17.2
23	COC(=O)C1=C(c2ccc(OC(F)(F)F)cc2)C[C@@H]2CC[C@H]1N2C(=O)NC1Cc2ccccc2C1	-20.9	0.1	6.1	-8.2	7.9	2.7
24	CCCC[N+]12CCC(CC1)C(Cc1ccccc1)C2 (stereo not given)	-2.5	0.7	-0.7	18.2	8.4	-5.1
25	CC(C)c1ccc(OCC(=O)N2CCCN(C)CC2)cc1	-14.6	0.3	-0.1	6.1	-28.0	1.7
26	CN(C)C(=O)Oc1ccc(Br)c2ccccc12	33.4	0.8	-0.7	-11.7	23.4	3.7
27	c1cncc(CNC2CCCC2)c1	-17.3	-0.2	3.7	-2.9	0.3	-1.3
28	CCCCNC(=O)c1c(N)n(Cc2ccc3c(c2)OCO3)c2nc3ccccc3nc12	-0.1	1.6	-4.7	19.6	19.0	0.3
29	CC(C)(C)OC(=O)c1c(N)n(Cc2ccco2)c2nc3ccccc3nc12	-25.1	1.1	2.2	-4.1	-3.5	-2.1
30	CN(C=O)CP(=O)(O)CN(C)C=O	-8.5	0.5	4.5	5.8	4.2	-0.2

#	Vif inh	MITF TRPM1 inh	hiPSC survival	CaV13 FRET inh	HIF-2a block
21	-0.9	-2.2	-0.8	-4.3	7.4
22	7.6	5.2	0.7	nt	25.0
23	-7.0	-0.9	2.7	-4.4	10.3
24	-3.9	nt	0.4	-19.0	24.6
25	2.0	-17.7	-0.4	-11.9	-44.5
26	11.5	-9.3	0.7	11.0	7.4
27	-11.1	5.9	-0.9	-4.9	-4.4
28	-6.6	11.9	0.4	-7.8	1.5
29	nt	8.9	1.9	-3.1	-46.3
30	1.3	4.0	-0.9	-4.8	-3.9

The list goes on:
#	Compound	NR2E3 ag-1	aDG glyco act	PDI inh	Exocytosis inh	Peg3 promoter	NR2E3 ag-2
31	CCOP(=S)(OCC)SCC(=O)NC(C(=O)O)C(C)C (stereo not given)	-4.9	0.1	-10.2	0.4	-37.7	3.6
32	COc1ccc(C(Nc2ccccc2)P(=O)(Oc2ccccc2)Oc2ccccc2)cc1 (stereo not given)	-1.4	0.0	-2.3	-4.1	-5.3	-1.6
33	COC1=CC2C3Cc4ccc(OC)c(O)c4C2(CCN3C)CC1=O (stereo not given)	-14.1	0.0	3.8	-0.7	-2.6	0.3
34	Nc1ccncc1Cl	-1.2	0.8	-2.2	-5.7	-13.1	-1.2
35	COc1ccc2nc3oc(C(=O)N4CCC5(CC4)OCCO5)cc3cc2c1	-16.7	0.0	3.6	-1.5	6.4	0.8
36	O=c1c2ccccc2nc(CSc2ncnc3nc[nH]c23)n1-c1ccc(Cl)c(Cl)c1	-20.2	-0.5	-10.1	-0.6	60.2*	1.1
37	N#CCCCCC#N	-17.6	0.0	nt	-2.7	6.1	nt

#	Vif inh	MITF TRPM1 inh	hiPSC survival	CaV13 FRET inh	HIF-2a block
31	nt	0.1	-3.4	-6.1	15.9
32	-8.8	-9.3	2.0	-2.5	7.9
33	4.8	3.9	-0.4	-1.9	8.8
34	-2.0	nt	2.2	-2.7	12.2
35	0.3	4.2	4.0	-3.5	-55.2
36	nt	2.5	-0.2	nt	27.1
37	-4.9	-2.1	-0.4	nt	2.3

Source: PubChem (several laboratories)
